CHO-K1 Ca antag: nonselective inhibitor or artifact in parental CHO-K1 cells; inhibition, % at 3 µM; 360,000 tested, 0.6% active; AID 602250; ATP-induced calcium, Fluo-8 fluorescence;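 active = inhibition above a per-plate cutoff, the plate's mean sample inhibition plus 3 SD, cut at about 24% in these data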;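 note: 0% = DMSO plus EC80 ATP and 100% = DMSO alone without ATP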
CHO parental Ca: counter-screen for OX1R antagonists: effect in parental CHO cells | parental CHO-K1, ATP-induced calcium, Fluo-8 fluorescence | inhibition, % at 5.6 µM | 330,000 tested, 0.63% active | AID 463079;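 active = inhibition above that plate's mean sample inhibition plus 3 SD, cut at about 26% in these data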;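 note: 0% = ATP-challenged DMSO wells and 100% = DMSO wells without ATP; some compounds past the cut are filed as inactive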
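Test system: untransfected parental CHO cell line; also added: ATP stimulus; dosing: 5.6 µM, single dose; signal: calcium-sensitive Fluo-8 fluorescence; measure: percent inhibition of ATP-evoked calcium rise, normalized to controls; benchmarks: low control ATP plus DMSO, high control DMSO only; replication: one well per compound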
CHRM4 agonist: CHRM4 agonism in calcium assay; P08173; CHO-K1 hM4/Gqi5, Fluo-8 calcium fluorescence; vehicle 0%, full acetylcholine response 100%; activation, % at 3 µM; 360,000 tested, 0.14% active; AID 624127;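 active = activation above the run mean over all test wells plus 3 SD, cut at about 32% in these data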;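 note: peak over basal fluorescence ratio per well then scaled between controls; 0% = DMSO wells and 100% = acetylcholine at EC100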
Target sequence (P08173 whole entry, looked up): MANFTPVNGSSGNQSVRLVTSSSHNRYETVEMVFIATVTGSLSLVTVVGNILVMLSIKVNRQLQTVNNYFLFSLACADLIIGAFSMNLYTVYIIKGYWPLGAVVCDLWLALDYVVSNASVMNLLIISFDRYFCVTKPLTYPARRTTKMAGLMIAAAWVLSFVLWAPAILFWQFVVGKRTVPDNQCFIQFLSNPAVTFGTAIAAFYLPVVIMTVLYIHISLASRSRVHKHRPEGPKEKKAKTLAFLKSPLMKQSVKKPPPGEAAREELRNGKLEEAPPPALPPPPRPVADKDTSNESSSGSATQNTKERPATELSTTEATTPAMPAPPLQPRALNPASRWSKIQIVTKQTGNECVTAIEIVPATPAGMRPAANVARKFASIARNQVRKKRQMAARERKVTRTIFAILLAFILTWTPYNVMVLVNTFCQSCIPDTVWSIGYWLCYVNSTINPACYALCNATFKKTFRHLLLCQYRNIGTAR
OXTR potentiate: human OXTR potentiation; P30559; CHO-OTR cells, Fluo-8 calcium fluorescence, potentiator mode; 0% = oxytocin EC15, 100% = EC100; activation, % at 3 µM; 320,000 tested, 0.061% active;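 active = activation above that plate's cutoff, the mean activation of tested compounds plus 3 SD, cut at about 6.6% in these data, passing the limit was not always enough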;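 note: 100% uses oxytocin at 75 nM as the full agonist control; some results filed as inactive read as strong as hits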
Target sequence (P30559 whole entry, looked up): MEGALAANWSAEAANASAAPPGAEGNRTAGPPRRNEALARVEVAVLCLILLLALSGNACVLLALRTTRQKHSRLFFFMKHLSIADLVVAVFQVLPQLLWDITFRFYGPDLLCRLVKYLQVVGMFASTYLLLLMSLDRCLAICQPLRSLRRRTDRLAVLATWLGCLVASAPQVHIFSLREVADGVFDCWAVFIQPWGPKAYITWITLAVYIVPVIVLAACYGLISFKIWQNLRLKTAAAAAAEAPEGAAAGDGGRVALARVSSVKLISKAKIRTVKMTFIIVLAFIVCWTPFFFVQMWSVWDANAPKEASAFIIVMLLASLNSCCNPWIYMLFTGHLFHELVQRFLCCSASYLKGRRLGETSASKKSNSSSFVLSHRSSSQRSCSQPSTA
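Material: CHO-OTR cells, human receptor; compound dosing: single dose, 3.0 µM nominal final compound concentration; schedule: 6 min compound pre-incubation at room temperature, 100 s kinetic read; measured by: kinetic Fluo-8 calcium fluorescence; read-out basis: % activation vs EC15 and EC100 oxytocin; controls: EC15 oxytocin alone as 0%, 75 nM oxytocin as 100%; replicates: singlicate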
M1 ag: activates human CHRM1 receptor; 360,000 tested, 0.33% active; AID 588814; P11229; CHO-K1 hM1, Fluo-8 calcium fluorescence, agonist mode; 0% DMSO, 100% acetylcholine EC100; activation, % at 3 µM;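 active = activation above the run's mean compound activation plus 3 SD, cut at about 16% in these data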;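 note: peak over basal fluorescence ratio within a 140 s kinetic read after compound addition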
CHRM4 antagonist: antagonists of human muscarinic M4 receptor (CHRM4) | P08173 | CHO-hM4 cells, ACh EC80, Fluo-8 calcium fluorescence | inhibition, % at 3 µM | 360,000 tested, 0.73% active | AID 624125;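 active = inhibition above its plate's cutoff, the mean inhibition of sample wells plus 3 SD, cut at about 27% in these data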;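 note: 0% = acetylcholine EC80 with DMSO and 100% = DMSO without agonist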
M1 antag: blocks human M1 muscarinic receptor; inhibition, % at 3 µM; 360,000 tested, 1.3% active; CHO-K1 hM1, Fluo-8 calcium fluorescence, ACh EC80 antagonist; AID 588852;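 active = percent inhibition above its own plate's cutoff, namely the mean of that plate's compound wells plus 3 SD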;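 note: peak over basal fluorescence ratio during 140 s after agonist addition; 0% = ACh EC80 plus DMSO and 100% = DMSO alone without agonist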
M1 PAM: potentiates human M1 receptor response to acetylcholine; P11229; CHO-K1 hM1, Fluo-8 calcium fluorescence, ACh EC20; 0% = ACh EC20, 100% = maximal ACh; activation, % at 3 µM; 360,000 tested, 0.088% active; AID 588819; in the data active = activation above about 19%, passing the limit was not always enough
CHO-K1 Ca ag: nonselective activator or artifact in parental CHO-K1 cells | Fluo-8 calcium fluorescence; scaled to maximal ATP response, vehicle zero | AID 602248 | activation, % at 3 µM | 360,000 tested, 0.48% active; in the data active = activation above about 15%;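 note: untransfected CHO-K1 host cells lacking M1 receptor as counterscreen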
* hit, by the source's call; nt = not tested or not shown.

SMILES	CHO-K1 Ca antag	CHO parental Ca	CHRM4 agonist	OXTR potentiate	M1 ag	CHRM4 antagonist	M1 antag	M1 PAM	CHO-K1 Ca ag
COc1ccc(NC(=O)CN2C(=O)COc3ccc(S(=O)(=O)N4CCCCC4)cc32)cc1OC	-24	-24	0	-8	-4	-10	-15	8	0.5
COc1ccc(NC(=O)NC23CC4CC(CC(C4)C2)C3)cc1OC	9	-5	2	-4	-2	-7	2	4	0.7
CN1CCN(S(=O)(=O)c2ccc(N(C)Cc3ccc(OC(F)F)cc3)c([N+](=O)[O-])c2)CC1	5	-14	12	-17	0	6	5	-4	3.2
CC1CN(C(=O)CCC(=O)NCc2ccc(F)cc2)c2ccccc2S1 (stereo not drawn)	3	-11	7	-10	-4	-16	-7	2	2.9
COc1ccc(N2CCN(CNC(=O)c3ccccc3)CC2)cc1	-4	nt	0	nt	0	-6	-25	21	0.4
COc1ccc(NC(=S)N(CCN2CCOCC2)C2CCN(C(C)=O)CC2)cc1Cl	-9	-3	2	-6	-3	4	-17	12	0.8
CN(C(=O)c1ccc2c(c1)OCO2)C1(C(=O)NC2CCCCC2)CCCCC1	6	-12	0	-5	-3	8	-4	3	-0.1
CC1(C)CCC[C@]2(C)[C@H]3CC(=O)O[C@]3(C)CC[C@@H]12	-21	-6	-2	-17	-7	-6	-12	8	-0.3
O=C(CSc1ccccc1)Nc1ccc(S(=O)(=O)Nc2ncccn2)cc1	-14	-9	0	-5	-1	-10	-21	18	-0.3
Cc1cc2nsnc2c(S(=O)(=O)N2CCN(C)CC2)c1C	-8	-3	0	-6	-2	11	-4	6	0.9
Cn1nnnc1SCC(=O)N1c2ccccc2Sc2ccc(Cl)cc21	-10	-5	2	-13	-6	14	30*	-20	1.3
O=C(CSCC(=O)NCc1ccco1)NCc1ccco1	-13	1	1	4	-4	-2	-7	7	0.3
Cc1cnc(=O)[nH]c1SCc1cccc(C(F)(F)F)c1	-2	-16	5	-2	3	-2	-2	7	2.7
COc1ccc(NC(=O)Cc2nnc(SCC(=O)NC3=NCCS3)n2C)cc1	-3	11	1	-2	-4	0	-8	8	11
O=C(O)CCC(=O)N1N=C(c2c(-c3ccccc3)c3cc(Cl)ccc3[nH]c2=O)CC1c1ccco1 (stereo not drawn)	-11	9	0	-2	-5	-2	1	-3	0.3
O=C(NCC1CCCO1)c1ccc(Cl)c(S(=O)(=O)N2CCOCC2)c1 (stereo not drawn)	-9	8	2	-2	-3	-27	-13	7	1.6
CCCn1c(SCc2nc3ccccc3s2)n[nH]c1=O	-9	3	3	1	-1	-3	-5	5	1.2
Cc1cc(C)cc(C(=O)NC(CC(N)=O)c2ccc(N3CCC(Br)CC3)c([N+](=O)[O-])c2)c1 (stereo not drawn)	-12	-10	-2	-6	1	-6	2	0	0.2
CC(Sc1nnc2c(n1)C1CCC2(C)C1(C)C)C(=O)Nc1ccccc1 (stereo not drawn)	-9	-25	1	-6	-6	-3	-5	12	1.5
CCCCN(C)CCCNC(=O)/C=C1\Sc2ccccc2NC1=O	-4	-5	0	-1	-6	6	-3	3	-0.1
COc1ccccc1CNC(=O)C1CCN(S(=O)(=O)c2ccc3c(c2)CC(C)N3C(=O)C2CC2)CC1 (stereo not drawn)	-14	-29	5	-3	-3	11	1	-2	4.8
CCCC(=O)Nc1ccccc1NC(=O)c1ccc(OCC)cc1	5	-3	0	2	-4	1	3	6	0.6
CC(NS(=O)(=O)c1ccc(NC(=O)N2CCCCC2)cc1)c1ccccc1 (stereo not drawn)	-4	-14	6	-6	-1	12	8	-3	5.2
OC(c1cccnc1)c1nc(/C=C/c2ccc(C(F)(F)F)cc2)cs1 (stereo not drawn)	-15	nt	3	nt	-1	-5	-12	10	2.3
CC(C)(C)c1ccc(C(=O)CC(Sc2ccc(Cl)cc2)C(=O)O)cc1 (stereo not drawn)	3	8	0	-6	-15	8	3	9	0.6
COc1cc(/C=C2\SC(=O)N(CCNC(=O)c3sc4cc(F)ccc4c3Cl)C2=O)cc(OC)c1OC	-17	-6	1	0	1	-19	1	8	0.1
COc1ccc(/C=C/C(=O)NCCNC(=O)c2ccccc2)cc1OC	-16	-21	4	-6	-2	5	-5	8	2.0
COc1cccc(CNc2nc3cc(-c4cnn(Cc5ccccc5)c4)sc3c(=O)n2C)c1	-2	nt	9	nt	-3	4	6	-1	5.3
Cc1nc2ccc(C(=O)N3CCN(c4ccccn4)CC3)cc2s1	11	-9	4	0	-4	-8	-5	2	0.1
COc1cc(/C=N/NC(=O)Cc2nnc(NC(=O)c3ccccc3)s2)ccc1O	-5	-5	0	-7	-3	5	-5	9	0.9
CCc1ccc(-c2csc(NC(=O)C3=NN(c4ccccc4)C(=O)CC3)n2)cc1	-3	5	2	-13	-6	4	6	-7	1.1
COc1ccccc1C(=O)NCCC(=O)N(Cc1ccco1)Cc1cccs1	0	-4	7	-11	-1	5	-11	11	3.7
O=c1[nH]c2ccc(Cl)cc2c(O)c1-c1ccccc1	-8	-2	-1	6	-3	1	-9	5	0.2
O=C(CCCN1C(=O)c2cccnc2Oc2ccc(Cl)cc21)N1CCCCC1	-11	-24	3	-3	-3	2	-6	4	1.8
Cc1cccc(NC(=O)C2SC(=Nc3c(C)cccc3C)C(C(=O)N3CCOCC3)=C2N)c1 (stereo not drawn)	-12	-1	0	-7	-7	0	-19	8	0.2
COc1cccc(C2=NOC(C(=O)Nc3cc(C)nn3-c3ccccc3)C2)c1OC (stereo not drawn)	-7	-16	2	-4	0	-6	-11	9	0.2
CN1CCCN(C(=O)c2ccc(Br)cc2)CC1	-7	-5	1	-8	-8	-2	-16	8	0.6
COc1cccc(N2CC(C(=O)Nc3nnc(SCC(=O)c4ccccc4)s3)CC2=O)c1 (stereo not drawn)	0	-5	4	-5	-4	9	3	-4	1.8
CCNC(=O)COc1ccc(/C=C2\COc3ccccc3C2=O)cc1OC	-10	-13	16	-10	10	-24	-3	5	6.9
O=C(N/N=C/c1ccccc1[N+](=O)[O-])c1ccc(CN2CCOCC2)cc1	-14	-3	4	0	-6	-18	-10	6	1.8
Cc1c(C(=O)NC2CCOC2)oc2c(F)cccc12 (stereo not drawn)	-11	-4	1	-2	-1	3	-6	2	0.6
NC(=O)c1nsc(C(=O)N(c2ccccc2)C(C(=O)NC2CCCC2)c2ccc3ncccc3c2)c1N (stereo not drawn)	-5	-7	14	-10	-5	-11	17	-5	4.4
COc1cccc(CNS(=O)(=O)c2c(C)nc3scc(C)n3c2=O)c1	-16	-2	0	-8	-1	12	-6	4	0.6
Cc1ccc(-c2nc(C3CCCN(S(=O)(=O)c4ccc(C(C)(C)C)cc4)C3)no2)cc1 (stereo not drawn)	20	-3	0	-2	-1	0	12	-9	12
COCCN(CC(=O)NCc1ccc2c(c1)OCO2)C(=O)CCC(=O)Nc1nccs1	-7	-14	1	4	-4	5	-17	-2	0.3
CCCc1cc(=O)[nH]c(SCC(=O)N2CCN(c3ccc(F)cc3)CC2)n1	4	-12	1	-14	2	1	-3	4	0.4
O=[N+]([O-])c1cnccc1Nc1ccc(Cl)cc1	-11	-3	1	1	-5	-8	-7	6	0.2
CCCOc1ccc(NC(=O)CC2C(=O)N(C)C(=S)N2Cc2cccs2)cc1 (stereo not drawn)	2	-22	3	-4	-5	16	-3	0	1.3
Cc1ccc(NC(=O)CCNS(=O)(=O)c2ccc3[nH]c(=O)oc3c2)cc1	-4	2	0	-2	-2	-4	-2	1	0.3
CC(=O)Nc1ccc(S(=O)(=O)/N=C2\C(=O)c3ccccc3C([O-])=C2n2cc[n+](-c3ccccn3)c2)cc1	-19	-4	0	2	-4	4	-13	9	0.4
O=C(CCn1c(=S)oc2ccccc21)Nc1ccc(F)cc1	3	-13	2	4	-9	-10	-6	8	0.3
Clc1ccc(-c2nnc(-c3cccc4ccccc34)o2)cc1	-4	nt	12	nt	3	5	16	-11	2.8
COC(=O)CCC(=O)Nc1cccc([N+](=O)[O-])c1	-5	-6	1	4	-5	3	0	-1	1.8
O=C(O)c1cccc(C(=O)c2cccc(C(=O)O)c2)c1	-2	-9	1	-6	-5	-5	-3	11	12
CN1CCN(CCCNC(=O)c2ccc(CS(=O)(=O)c3ccc(Br)cc3)o2)CC1	-10	-6	1	5	-10	-2	-7	4	1.1
Cc1ccc2c(c1)C(O)(CC(=O)c1cccc(-n3cccc3)c1)C(=O)N2 (stereo not drawn)	-12	6	7	-5	-2	-3	0	5	2.5
O=C1CCCN1CCCNc1ccc2nnc(CCC(=O)N3CCN(c4ccccc4)CC3)n2n1	-1	-13	0	-17	-4	1	1	2	-0.5
C=CCn1c(SCc2ccccc2)nc(O)cc1=O	-10	0	1	-3	-2	5	-24	4	1.4
Cc1cc(C(=O)N2CCCC(C(=O)c3ccc(Oc4ccccc4)cc3)C2)n[nH]1 (stereo not drawn)	-6	nt	14	nt	2	-1	17	-12	10
Cc1ccc(CCNC(=O)c2cc(S(=O)(=O)N3CCCCC3)c[nH]2)cc1	6	-9	6	-5	6	-17	4	-4	1.6

Looked up above.
O=C(CCn1c(=S)oc2ccccc21)Nc1ccc(F)cc1 in OXTR potentiate is listed with 4
CN1CCN(CCCNC(=O)c2ccc(CS(=O)(=O)c3ccc(Br)cc3)o2)CC1 in CHRM4 antagonist is listed with -2
Cc1ccc2c(c1)C(O)(CC(=O)c1cccc(-n3cccc3)c1)C(=O)N2 (stereo not drawn) in OXTR potentiate is listed with -5
O=[N+]([O-])c1cnccc1Nc1ccc(Cl)cc1 in M1 PAM is listed with 6

The main list resumes; the 2 compounds before the break are reprinted first.
SMILES	CHO-K1 Ca antag	CHO parental Ca	CHRM4 agonist	OXTR potentiate	M1 ag	CHRM4 antagonist	M1 antag	M1 PAM	CHO-K1 Ca ag
Cc1cc(C(=O)N2CCCC(C(=O)c3ccc(Oc4ccccc4)cc3)C2)n[nH]1 (stereo not drawn)	-6	nt	14	nt	2	-1	17	-12	10
Cc1ccc(CCNC(=O)c2cc(S(=O)(=O)N3CCCCC3)c[nH]2)cc1	6	-9	6	-5	6	-17	4	-4	1.6
CN1CCCN(C(=O)c2ccc(Cl)c(S(=O)(=O)N(C)c3ccccc3)c2)CC1	-13	-3	1	-5	-8	-4	2	-3	0.5
Cc1cc(C)n2nc(NCc3ccccc3)nc2n1	-6	3	1	3	-4	-8	-1	5	0.6
CSc1nc2nccc(-c3ccc(Oc4ccccc4)cc3)n2n1	-7	-4	2	-5	-1	-19	-13	8	0.5
Cc1ccc2nc(CCc3nc4ccc(C)cc4o3)oc2c1	-8	-11	0	-11	-3	-2	1	3	0.2
CCOC(=O)c1c(S(=O)(=O)N2c3ccccc3CC2C)c(C)n(C)c1C (stereo not drawn)	-12	-14	0	-8	-6	3	-4	7	-0.5
CCOC(=O)NCc1cc(-c2nn(C)c(=O)c3ccccc23)ccc1C	-1	-12	4	-13	-1	7	-10	-3	3.3

Source: PubChem BioAssay
